From PubChem
HP1b chromo inh: inhibitors of HP1-beta chromodomain binding to methylated histone tails; P83916; AlphaScreen HP1-beta / biotin-H3K9me3 peptide binding; Potency, µM (titrated, usually from 114 µM), for the others: at the top dose activity change, negative = inhibition, actives largely listed as inhibitors; hit rate 0.56% among 390,000; note: nearly all actives have a fitted effect of over 70% in size; inactives centre near 23
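HP1-beta protein (50 nM final) preincubated 30 min at room temperature with biotinylated H3(1-18)K9me3 peptide (50 nM) in PBS pH 7.4, 0.01% Tween-20, then compound added for 30 min. AlphaScreen streptavidin donor/nickel chelate acceptor beads (10 ug/mL final), 30 min dark, luminescence read.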
GLS inh: glutaminase GLS (human) inhibition | O94925 | Potency, µM (titrated, usually from 45.5 µM), inactives show top-dose activity change, negative = inhibition, hits mostly inhibitors | AID 624170 | GLS enzymatic activity, qHTS titration | hit rate 0.21% among 410,000; note: % is set by controls: 0 for no effect and ±100 for the full control effect
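Compounds were pin-transferred onto hKGA, after which L-glutamine (1 mM solution) and a detection mix of glutamate oxidase, HRP and Amplex Red were added. Initial and 30 min RT fluorescence reads were collected.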
JMJD2A Tudor: blocks the human JMJD2A Tudor domain; AlphaScreen JMJD2A-Tudor / H3K4me3 peptide binding; O75164; Potency, µM (series often up to 114 µM), inactives show at the top dose activity change, negative = inhibition, actives largely listed as inhibitors; AID 504339; hit rate 4.4% among 390,000; note: % is set by controls: 0 for no effect and ±100 for the full control effect; nearly all actives have a fitted effect of over 50% in size
Target sequence (O75164 whole entry, looked up, the tested form may be a part): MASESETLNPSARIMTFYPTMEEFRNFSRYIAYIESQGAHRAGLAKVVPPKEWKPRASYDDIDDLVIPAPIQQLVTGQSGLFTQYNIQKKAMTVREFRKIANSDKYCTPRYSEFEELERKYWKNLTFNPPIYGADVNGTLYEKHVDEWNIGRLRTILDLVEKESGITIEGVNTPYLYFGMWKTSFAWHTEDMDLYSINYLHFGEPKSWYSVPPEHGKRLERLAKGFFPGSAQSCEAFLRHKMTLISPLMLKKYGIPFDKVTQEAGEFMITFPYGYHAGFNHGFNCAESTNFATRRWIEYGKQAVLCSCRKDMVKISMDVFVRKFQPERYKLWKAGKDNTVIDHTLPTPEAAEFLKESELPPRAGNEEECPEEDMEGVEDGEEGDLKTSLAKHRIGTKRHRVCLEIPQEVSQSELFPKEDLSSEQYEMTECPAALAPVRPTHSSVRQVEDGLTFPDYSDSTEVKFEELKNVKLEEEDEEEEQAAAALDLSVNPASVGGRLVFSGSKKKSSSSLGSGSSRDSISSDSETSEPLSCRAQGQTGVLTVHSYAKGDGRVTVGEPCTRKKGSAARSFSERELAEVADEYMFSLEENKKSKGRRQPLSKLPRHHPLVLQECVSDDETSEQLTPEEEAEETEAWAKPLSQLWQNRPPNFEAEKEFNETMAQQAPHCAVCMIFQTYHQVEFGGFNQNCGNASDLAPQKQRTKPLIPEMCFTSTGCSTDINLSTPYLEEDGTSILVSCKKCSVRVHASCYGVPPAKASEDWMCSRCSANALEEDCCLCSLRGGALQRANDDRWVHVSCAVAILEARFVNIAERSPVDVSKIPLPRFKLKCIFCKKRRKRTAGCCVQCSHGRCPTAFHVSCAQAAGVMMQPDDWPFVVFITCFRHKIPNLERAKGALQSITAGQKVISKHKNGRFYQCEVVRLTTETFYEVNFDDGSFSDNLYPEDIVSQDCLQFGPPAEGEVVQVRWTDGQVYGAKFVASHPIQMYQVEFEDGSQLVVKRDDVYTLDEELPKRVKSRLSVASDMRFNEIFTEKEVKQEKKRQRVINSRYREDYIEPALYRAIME
PGK inhibitor: blocks T. brucei phosphoglycerate kinase; hit rate 0.043% among 380,000; Potency, µM (doses to about 57.5 µM), inactives show at the top dose activity change, negative = inhibition, actives largely listed as inhibitors; PGK/GAPDH coupled, Kinase-Glo luminescence, 60 min; P07378; note: % is set by controls: 0 for no effect and ±100 for the full control effect; nearly all actives have a fitted effect of over 60% in size
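Luminescent ATP detection (Kinase-Glo Plus) follows a 60-minute room-temperature incubation, with wells lacking PGK as controls. Buffer: 100 mM TEA (pH 7.6), 5 mM MgCl2, 0.01% Tween-20. Coupling enzyme GAPDH (100 nM final) supplies unstable 1,3-BPG in-well.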
ERG-DNA inh: inhibitors of human ERG Ets domain-DNA interaction. P11308. fluorescence polarization, His-ERG Ets domain / labelled DNA. Potency, µM (doses to about 76.9 µM), inactives show at the top dose FP activity, negative = inhibition, most hits filed as inhibitors. hit rate 0.028% among 370,000. AID 624246; active = well fitted inhibition curve with a large enough effect in the polarisation, with a control signal flat; inconclusive = small, poorly fitted or top-dose-only effect, or effect the other way, or a change in a side signal; inactive = no such curve, though single readings can be large or run the other way; the % refers to the polarisation;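 note: polarization taken with two DNA probes labelled with fluorescein and Texas red; % of control where 0% means no effect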
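His-tagged ERG Ets domain (1 uM in the protein solution; 300mM KCl, 50mM Tris-HCl, 1mM EDTA, 1mM DTT, pH 7.5) received compound, then a probe mix of 5 nM fluorescein-DNA and 100nM Texas-615-DNA. Fluorescence polarization was read for both dyes.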
RGS4 inh: inhibitors of human regulator of G protein signaling 4. P49798. Transcreener GDP fluorescence polarization, RGS4-accelerated GTP hydrolysis. Potency, µM (doses to about 114 µM), inactives show at the highest dose activity change, negative = inhibition, most hits filed as inhibitors. hit rate 0.039% among 390,000; note: % is set by controls: 0 for no effect and ±100 for the full control effect; nearly all actives have a fitted effect of over 75% in size; some results filed as inactive show a strong effect at the top dose
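MLSMR compounds (23 nl, pin-transferred) preincubated 10 min at room temperature with a 500nM (2x) first reagent, then RGS4 at 900nM (2x) plus Transcreener GDP mix added; fluorescence polarization (620/688 nm) read before and after 90 min at 30 °C.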
rTrxR1 inhibitor: rat TrxR1 inhibition | O89049 | recombinant rTrxR1, NADPH fluorescence consumption, selenite substrate | Potency, µM (top dose mostly 114 µM), inactives show top-dose activity change, negative = inhibition, most hits filed as inhibitors | hit rate 1% among 390,000 | AID 588453; note: % is set by controls: 0 for no effect and ±100 for the full control effect; nearly all actives have a fitted effect of over 65% in size
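Rat TrxR1 (90 nM in the dispensed reagent) was pre-reduced with 400 uM NADPH for 5 min at room temperature, then incubated with compound for 15 min. After 400 uM selenite was added, NADPH fluorescence (Ex 340/Em 450 nm) was followed for 8 min.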
12-LOX inh: ALOX12 (human) lipoxygenase inhibition. P18054. hit rate 1.1% among 580,000. purified 12hLO, xylenol orange hydroperoxide absorbance. Potency, µM (highest dose often 108 µM), for the others: top-dose activity change, negative = inhibition, most hits filed as inhibitors; note: % is set by controls: 0 for no effect and ±100 for the full control effect
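Hydroperoxide product was detected by ferrous iron/xylenol orange as the 573 to 405 nm absorbance ratio. Arachidonic acid at 40 uM (final) was turned over for 30 min at room temperature by 150 nM human 12hLO, pH 7.0 Hepes buffer, after 15 min compound preincubation.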
Pin1 inhibitor: inhibitors of human Pin1. Q13526. Pin1 FP peptide displacement, HiFluor488, 10 min. Potency, µM (series often up to 115 µM), inactives show at the top dose activity, negative = inhibition, most hits filed as inhibitors. hit rate 0.009% among 390,000. AID 504891; active = well fitted inhibition curve with a large enough effect in the polarisation, with a control signal flat, not every such curve was filed as active; inconclusive = small, poorly fitted or top-dose-only effect, or effect the other way, or a change in a side signal; inactive = no such curve, though single readings can be large or run the other way; the % refers to the polarisation; note: % is set by controls: 0 for no effect and ±100 for the full control effect
Active calls of the source: *; i = inactive; ? = inconclusive; · = not tested or not shown; [ ] = another dose, or the depositor's remark. Unless noted, calls come from the whole dose curve; as a rule, active = well fitted curve in the direction sought with a large enough effect; inconclusive = small, poorly fitted or top-dose-only effect, or another doubt; inactive = no such curve, though single readings can be large; an effect the other way counts as inactive or inconclusive. Potency is the fitted concentration of half-maximal effect. The list is partial (hit frequency here may not be typical).

SMILES | Pin1 inhibitor | JMJD2A Tudor | rTrxR1 inhibitor | PGK inhibitor | RGS4 inh | ERG-DNA inh | 12-LOX inh | HP1b chromo inh | GLS inh
O=C1N[C@@H](Cc2ccccc2)C(=O)N2[C@@H]1C[C@]1(Br)c3ccccc3N(S(=O)(=O)c3ccccc3)[C@H]21 | 2% | -34% | 14% | i | -2% | -3% | ? | 25% | 4%
Cc1cc(C)c(S(=O)(=O)NC2CC(C)(C)NC(C)(C)C2)cc1Br | -4% | -10% | 11% | i | -19% | 5% | -29% | 31% | -16%
COc1ccc(C(=O)NCC(=O)OCC(=O)NC(=O)c2ccc(C(C)(C)C)cc2)cc1OC | ? | -13% | 3% | 4% | 2% | 5% | 192%[activator] | 31% | -6%
CCOC(=O)CSc1ccc(S(=O)(=O)N(CC)CC)cc1[N+](=O)[O-] | ? | -35% | 10% | -2% | 14% | 7% | -12% | 6% | 5%
COc1ccc(NC(=O)c2c[nH]n3c(=O)cc(C4CCN(C(=O)OC(C)(C)C)CC4)nc23)cc1Cl | · | -27% | 13% | ? | -38% | 0% | 40µM* | 17% | -10%
NS(=O)(=O)c1ccc(Cl)cc1[N+](=O)[O-] | 1% | -8% | -11%[2.29 µM] | 4% | 26% | 12% | ? | 16% | 5%
C/C(=N\OCC(=O)Nn1c(C)nc2ccccc2c1=O)c1cccs1 | -2% | -4% | 36%[activator] | -1% | 0% | 3% | ? | 24% | 3%
COc1ccc(S(=O)(=O)c2ccccc2)cc1NS(=O)(=O)c1cccc(C(=O)O)c1 | -9% | ? | 21% | -9% | 16% | 2% | ? | 3% | -12%
CCOC(=O)[C@H]1[C@H]2COc3ccc(Cl)cc3[C@@H]2N2C(=O)c3cc(C)ccc3NC(=O)[C@@]12C | 6% | -17% | 29%[57.1 µM] | -8% | -11% | -3% | 0% | 21% | 2%
COC(=O)[C@H](CCSC)NC(=O)Cn1cnc2c(NCc3ccccc3)ncnc21 | 4% | -22% | -4% | -3% | -8% | 1% | 18% | 10% | 0%
COc1cccc(CNC(=O)CSc2nnc3c(n2)[nH]c2ccccc23)c1 | -1% | -3% | 34%[57.1 µM] | -1% | 31% | -11% | ? | 5% | 2%
COc1ccccc1CC(=O)NNS(=O)(=O)c1cccc([N+](=O)[O-])c1 | 2% | -6% | 15% | -5% | 11% | 0% | -6% | 14% | 12%
CCN(CC)CCn1c(=N)n(CC(O)COc2cccc(C)c2)c2ccccc21 (configuration not stated) | -8% | -25% | 13%[57.1 µM] | i | -35% | 7% | -16% | 12% | -14%
Cn1c(=O)n(C)c2cc(C(=O)O)ccc21 | -5% | -14% | 21% | -9% | -11% | 4% | 21% | 25% | 0%
O=C(NCc1ccc(F)cc1)c1ccc2c(c1)N(Cc1c(F)cccc1Cl)C(=O)CS2 | 31%[activator] | -16% | 27% | 0% | -6% | 2% | ? | 18% | 2%
O=C(CNC(=S)N(Cc1ccccc1)Cc1cccnc1)NCCc1ccccc1 | 2% | -6% | 12%[57.1 µM] | i | -2% | -21% | 0% | 30% | -7%
CCOc1ccc(NC(=O)CN(C)C(=O)CN2C(=O)C3CC=CCC3C2=O)cc1OCC (configuration not stated) | 3% | -18% | -2%[57.1 µM] | -6% | 3% | 0% | 0% | -9% | -6%
CCOC(=O)CN(C(=O)COc1nc(-c2ccccc2)cc(C)c1C#N)c1cccc(OC)c1 | 14% | -18% | 33%[activator] | -1% | 12% | 13% | 13% | 25% | 0%
COc1ccc(C(OC(=O)c2ccco2)C(=O)NC2CCCC2)cc1 (configuration not stated) | -6% | -13% | 17% | -7% | -10% | -3% | -1% | -7% | 16%
O=C(Oc1c(Cl)cc(Cl)c2cccnc12)N1CCCCC1 | -1% | ? | 1% | -7% | -13% | 2% | ? | 17% | -15%
C=CCNc1nc(N2CCOCC2)c(C#N)c2c1CN(C)CC2 | ? | -9% | -2%[57.1 µM] | -9% | -38% | -12% | 0% | 5% | 11%
N#Cc1ccccc1OCCn1cncn1 | 3% | -4% | 23% | -2% | -20% | 5% | 0% | 22% | 0%
Cn1c(=O)n(Cc2ccccc2)c(=O)c2c1nc1n2CCN1c1ccccc1 | 3% | -14% | 8% | 9% | 29% | 6% | -18% | 30% | -5%
CC(=O)c1ccc(C(=O)N2CCc3c([nH]c4ccccc34)C2c2cccc(C)n2)s1 (configuration not stated) | 1% | ? | 6% | 0% | -3% | -6% | -7% | -3% | -3%
COc1ccc(N(Cc2ccccc2)S(=O)(=O)c2cccc(C(=O)Nc3ncccc3C)c2)cc1 | 30%[activator] | -24% | -5% | -1% | 8% | 22% | i | 30% | 3%
O=C(c1ccc(F)cc1)n1c(=S)nc2ccccn21 | 0% | -22% | 13% | -10% | -32% | -6% | -15% | 5% | 1%
C/C(=N/NC(=O)CNC(=O)c1ccncc1)c1ccc(Cl)cc1 | -7% | -11% | 14%[57.1 µM] | -3% | -9% | 7% | 184%[activator] | 7% | -7%
CS(=O)(=O)N1CCN(c2ccccc2NC(=O)CSc2nnc(-c3ccco3)o2)CC1 | 1% | -14% | 5%[57.1 µM] | -7% | -21% | -4% | -7% | 35% | 5%
COc1ccc(CCNC(=O)C(=O)NCC2OCCN2S(=O)(=O)c2ccc(Cl)cc2)cc1OC (configuration not stated) | 5% | -16% | 14%[57.1 µM] | -1% | 2% | 2% | -1% | 12% | -2%
Cc1noc(C)c1C(=O)OCC(=O)c1c(N)n(CC(C)C)c(=O)n(C)c1=O | 3% | -11% | -9% | -7% | 4% | -5% | -14% | 19% | -6%
Cc1cc(C(C)(C)C)cc(S(=O)(=O)NCCc2ccncc2)c1C | -9% | -13% | 11% | i | 7% | 11% | 1% | 40%[activator] | 11%
O=C(Nc1ccccc1C(=O)N/N=C/c1ccc(O)cc1)c1ccccc1 | 0% | -26% | 0% | -24% | -24% | -10% | 5% | 37% | 24%
CCOC(=O)CN1C=C(c2ccc3ccccc3n2)C(C[N+](=O)[O-])c2ccccc21 (configuration not stated) | ? | -2% | 18% | 4% | 2% | 0% | · | 32% | 1%
O=C(N/N=C/c1ccc[nH]1)c1cccc(Br)c1 | -2% | -21% | -9% | i | -21% | 3% | -19% | -10% | 0%
CSc1ncccc1C(=O)Nc1cccc(S(=O)(=O)N(C)c2ccccc2)c1 | 9% | -28% | 4% | 10% | 14% | 0% | -21% | 18% | 2%
CC1CN(C(=O)COC(=O)c2cc(Cl)ccc2[N+](=O)[O-])CC(C)O1 (configuration not stated) | 2% | -14% | 18% | -5% | 30% | -13% | -1% | -5% | -1%

Filtered by structure, the compounds so far with a furan ring, fused or not (2)
SMILES | Pin1 inhibitor | JMJD2A Tudor | rTrxR1 inhibitor | PGK inhibitor | RGS4 inh | ERG-DNA inh | 12-LOX inh | HP1b chromo inh | GLS inh
COc1ccc(C(OC(=O)c2ccco2)C(=O)NC2CCCC2)cc1 (configuration not stated) | -6% | -13% | 17% | -7% | -10% | -3% | -1% | -7% | 16%
CS(=O)(=O)N1CCN(c2ccccc2NC(=O)CSc2nnc(-c3ccco3)o2)CC1 | 1% | -14% | 5%[57.1 µM] | -7% | -21% | -4% | -7% | 35% | 5%

New compounds follow.
SMILES | Pin1 inhibitor | JMJD2A Tudor | rTrxR1 inhibitor | PGK inhibitor | RGS4 inh | ERG-DNA inh | 12-LOX inh | HP1b chromo inh | GLS inh
CCc1c(C(C)=O)oc2ccc3c(C)cc(=O)oc3c12 | 9% | -2% | 8% | i | -9% | 17% | -10% | 47%[activator] | -11%
COc1ccc(NC2CCCN(C(=O)c3ccc(OC)o3)C2)cc1 (configuration not stated) | 2% | -32% | -1% | -2% | 23% | 5% | 32%[activator] | 8% | -1%
Cc1cc(C)cc(-n2ccnc(NCCc3ccccc3)c2=O)c1 | -6% | -25% | 20%[57.1 µM] | -7% | 7% | 2% | -18% | -1% | 6%
Cc1cc(=O)n2c(ccc3ccccc32)c1C#N | ? | 9% | -4% | 16% | -1% | -9% | 167%[activator] | 27% | 53%[activator]
COc1ccc(CC(=O)Nc2cc(C)ccn2)cc1 | -3% | -19% | 19% | -7% | 11% | -3% | -4% | 20% | -9%
O=C(Nc1nc(=O)c2ccccc2s1)c1ccc(Cl)cc1 | 37%[activator] | -17%[11.4 µM] | 29%[57.1 µM] | 2% | -68%[11.4 µM] | -5% | ? | 27% | -2%
O=C(NO)C1CC2C=CC1C2 (configuration not stated) | -3% | -7% | 15% | 5%[11.5 µM] | 5% | · | -19% | 17% | 4%
CCC(=O)N(C(=O)CC)N1CCN(c2ccncc2S(=O)(=O)N2CCCCC2)CC1 | 0% | -10% | 5% | i | 0% | 9% | i | 28% | -1%

Arranged by molar mass (falling): part of the list above.
SMILES | Pin1 inhibitor | JMJD2A Tudor | rTrxR1 inhibitor | PGK inhibitor | RGS4 inh | ERG-DNA inh | 12-LOX inh | HP1b chromo inh | GLS inh
Cc1cc(C)cc(-n2ccnc(NCCc3ccccc3)c2=O)c1 | -6% | -25% | 20%[57.1 µM] | -7% | 7% | 2% | -18% | -1% | 6%
CCc1c(C(C)=O)oc2ccc3c(C)cc(=O)oc3c12 | 9% | -2% | 8% | i | -9% | 17% | -10% | 47%[activator] | -11%
COc1ccc(CC(=O)Nc2cc(C)ccn2)cc1 | -3% | -19% | 19% | -7% | 11% | -3% | -4% | 20% | -9%
Cc1cc(=O)n2c(ccc3ccccc32)c1C#N | ? | 9% | -4% | 16% | -1% | -9% | 167%[activator] | 27% | 53%[activator]
O=C(NO)C1CC2C=CC1C2 (configuration not stated) | -3% | -7% | 15% | 5%[11.5 µM] | 5% | · | -19% | 17% | 4%
